TPT1 inh: blocks Candida albicans tRNA 2'-phosphotransferase | recombinant caTPT1, FP RNA substrate dephosphorylation | actives 0.81% (n = 300,000) | inhibition, % at 5 µM;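 active = inhibition above the mean of all tested compounds plus 3 SD, set per screening campaign, cut at about 24% in these data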;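 also: plate controls were DMSO alone for no effect and ferristatin control at 100 nM for full effect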
PP5 inh: inhibitors of human protein phosphatase 5 (PP5) | purified PP5c, OMFP substrate fluorescence | actives 0.18% (n = 320,000) | AID 1987 | inhibition, % at 6.7 µM;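 active = inhibition above the campaign's mean inhibition across all tested compounds plus 3 SD, cut at about 9.5% in these data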;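 also: 0% = DMSO only and 100% = 100 µM cantharidin control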
Target sequence (P53041 whole entry, looked up): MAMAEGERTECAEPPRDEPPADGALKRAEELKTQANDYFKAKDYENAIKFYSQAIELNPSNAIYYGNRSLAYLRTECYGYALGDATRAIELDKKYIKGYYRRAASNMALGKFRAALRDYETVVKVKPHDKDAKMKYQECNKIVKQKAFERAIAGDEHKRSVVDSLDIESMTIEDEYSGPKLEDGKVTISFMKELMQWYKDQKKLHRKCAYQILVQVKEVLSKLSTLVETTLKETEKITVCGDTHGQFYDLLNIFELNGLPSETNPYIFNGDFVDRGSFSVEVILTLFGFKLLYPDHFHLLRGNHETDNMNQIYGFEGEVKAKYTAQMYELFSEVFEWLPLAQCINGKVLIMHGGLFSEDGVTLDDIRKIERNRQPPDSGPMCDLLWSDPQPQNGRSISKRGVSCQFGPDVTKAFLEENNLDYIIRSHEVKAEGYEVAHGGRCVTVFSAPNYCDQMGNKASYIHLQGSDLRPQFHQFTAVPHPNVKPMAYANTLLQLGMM
JMJD2C inh: blocks human GASC-1 demethylase activity. Q9H3R0. GST-JMJD2C(1-420) H3K9me3 demethylation, DELFIA europium. inhibition, % at 2.35 µM. actives 0.069% (n = 330,000). AID 2099;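 active = more than half of a compound's replicate wells show inhibition beyond 50%, single wells judged on their own value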;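 also: signal counts dimethyl H3K9 product captured on neutravidin plate; 0% = median of DMSO wells and 100% = 0.3 times that DMSO median; strong numbers were not always called active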
Target sequence (Q9H3R0 1-420 limits assumed): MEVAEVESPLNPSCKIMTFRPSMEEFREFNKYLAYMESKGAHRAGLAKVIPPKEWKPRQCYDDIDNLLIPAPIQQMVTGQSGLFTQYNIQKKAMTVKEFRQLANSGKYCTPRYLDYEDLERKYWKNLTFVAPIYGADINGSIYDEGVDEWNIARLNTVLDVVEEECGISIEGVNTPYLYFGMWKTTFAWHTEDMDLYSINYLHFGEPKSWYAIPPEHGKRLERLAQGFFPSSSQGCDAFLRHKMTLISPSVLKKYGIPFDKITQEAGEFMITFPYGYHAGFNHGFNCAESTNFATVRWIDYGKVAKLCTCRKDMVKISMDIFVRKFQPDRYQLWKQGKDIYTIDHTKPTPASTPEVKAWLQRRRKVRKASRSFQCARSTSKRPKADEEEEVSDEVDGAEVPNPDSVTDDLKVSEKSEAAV
proCasp7 act: counter-screen: procaspase-7 (human) activation; P55210; recombinant procaspase-7, Ac-DEVD-pNA absorbance 405 nm; D23A/D198A/D206A triple mutant, cannot self-cleave; scale: DMSO 0, 5 µM enzyme 100; activation, % at 8.5 µM; actives 0.093% (n = 330,000);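 active = percent activation above the screen-wide mean plus 3 SD, cut at about 25% in these data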
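Detection: p-Nitroaniline absorbance at 405 nm, read at 0 and 120 min; system: Uncleavable procaspase-7 mutant enzyme; evaluation: % activation from two-timepoint absorbance difference, scaled to controls; times: 1 h enzyme–compound preincubation and 2 h substrate reaction, both 25 °C; buffer or medium: Zinc-free HEPES pH 7.4 with 300 mM NaCl, 0.01% Triton X-100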
HCV core dimer: HCV core protein dimerization inhibition; AID 1899; TR-FRET GST/Flag-core106 dimerization, 1536-well; actives 0.33% (n = 300,000); inhibition, % at 5 µM;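 active = inhibition above the mean of all tested compounds plus 3 SD, set per screening campaign, cut at about 45% in these data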
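System – GST-tagged and Flag-tagged HCV core protein residues 1-106 · Repeats – one well for each compound · Technique – TR-FRET 671 and 617 nm emission · Doses – one concentration, 5 µM, in 0.5% DMSO · Times – 4 h, 22.5 °C incubation · Also added – Eu donor and XL665 acceptor anti-tag antibodies · Measure – percent inhibition of core106 dimerization signal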
proCasp3 act: activates human procaspase-3. P42574. recombinant procaspase-3 D3A, Ac-DEVD-pNA absorbance 405 nm. activation, % at 8.5 µM. actives 0.11% (n = 330,000). AID 463141;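 active = activation above the mean of all tested compounds plus 3 SD, cut at about 21% in these data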;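 also: 0% = DMSO alone and 100% = DMSO wells spiked with extra 5 µM PC-3 D3A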
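System: Procaspase-3 D3A mutant. Medium: Zinc-free 300 mM NaCl, 50 mM HEPES, 0.01% Triton X-100. Schedule: 1 h preincubation plus 2 h reaction at 25 °C. Measured by: 405 nm absorbance of p-nitroaniline, reads at 0 and 120 min. Read-out: percent activation relative to control range.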
Fh CTSL1 inh: blocks F. hepatica cathepsin L1 in PFM18AAP counter-screen; recombinant F. hepatica cathepsin L1, Z-Leu-Arg-MCA fluorescence; inhibition, % at 5.96 µM; actives 0.49% (n = 300,000); AID 1906;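 active = inhibition above the mean of all tested compounds plus 3 SD, set per screening campaign, cut at about 17% in these data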;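 also: 0% = plate median of test compound wells and 100% = 1 µM Z-Phe-Ala-diazomethylketone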
Efflux pump inh: antifungal efflux pump inhibition, Nile Red retention; S. cerevisiae Candida pump triplex; inhibition, % at 10 µM; actives 0.44% (n = 330,000); AID 485275;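 active = plate passing quality check with inhibition over a set limit, or well fluorescence over plate mean plus 4 SD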;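 also: Nile Red retained in pooled yeast measured as flow cytometry median fluorescence; 0% = buffer negative control and 100% = Enniatin B positive control; higher means more Nile Red kept so more efflux inhibition; some compounds called inactive have numbers as strong as hits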
PP1 inh: PP1-alpha (human) inhibition in PP5 counter-screen; P62136; actives 0.9% (n = 320,000); AID 2235; inhibition, % at 6.7 µM; purified PP1alpha, OMFP fluorescence;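 active = inhibition above the mean inhibition of all tested compounds plus 3 SD, computed separately for each screening campaign, cut at about 15% in these data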
* hit, by the source's call; · = no result given; & = joins results of further samples. The order is random, and some 2.9% of all compounds hit somewhere here.

SMILES | TPT1 inh | PP5 inh | JMJD2C inh | proCasp7 act | HCV core dimer | proCasp3 act | Fh CTSL1 inh | Efflux pump inh | PP1 inh
CN1CCN(c2oc(-c3cccs3)nc2S(=O)(=O)c2ccccc2)CC1 | -2.0 | -1.7 | 0.3 | 5.3 | -7.4 | -3.3 | 0.4 | 0.0 | -1.3
CC(=O)N1CCOc2ccc(S(=O)(=O)N(C)c3cccc(C)c3)cc21 | -0.1 | 1.3 | 13.0 | -2.0 | -10.0 | 11.0 | -0.6 | 0.0 | -1.7
Cc1ccccc1-c1noc(CCC(=O)NCC2CCCO2)n1 (configuration not stated) | -0.2 | 1.3 | 0.3 | 7.0 | -0.4 | 2.5 | 2.1 | -0.1 | -4.6
Cc1cccc(OCC(=O)NC2CCCC2)c1 | -2.7 | 0.5 | 6.3 | 1.9 | -2.6 | -1.6 | -2.5 | -0.2 | 7.7
CCC(=O)N1CCc2cc(S(=O)(=O)NC(C(=O)NC3CCCc4ccccc43)C(C)C)ccc21 (configuration not stated) | -0.8 | 2.7 | -4.4 | 0.3 | 0.4 | -6.0 | 1.6 | -1.0 | -0.1
COc1cccc(/C=N/NC(=O)c2[nH]c(C)c(C(=O)N/N=C/c3cccc(OC)c3)c2C)c1 | 1.7 | 0.2 | -5.8 | -2.6 | 0.6 | -3.1 | 4.1 | 0.0 | -1.2
Cc1ccc(CNC(=O)CN(C2CCCCC2)S(C)(=O)=O)cc1 | -2.3 | -1.1 | 11.3 | -13.2 | -5.7 | -2.2 | -1.3 | -0.1 | -1.2
Cc1nc2ncnn2c(N2CCCC(C(=O)Nc3ccc4c(c3)CCC4)C2)c1C (configuration not stated) | -0.4 | -0.3 | -9.7 | 0.4 | 4.2 | 2.8 | 0.3 | -0.1 | 1.9
COc1cc(NC(=O)C(C)Oc2ccccc2)ccc1NC(=O)COc1ccccc1 (configuration not stated) | 1.9 | 3.6 | 1.1 | -0.6 | 1.9 | 0.6 | 3.8 | -4.8 | -0.5
Cc1ccccc1-n1c(=O)cc(NCC2CCCO2)[nH]c1=O (configuration not stated) | -4.2 | -2.0 | -1.0 | 2.5 | -3.5 | -2.7 | 1.2 | -0.7 | 0.1

An excerpt of these results, with values under each structure:
Order of results: TPT1 inh | PP5 inh | JMJD2C inh | proCasp7 act | HCV core dimer | proCasp3 act | Fh CTSL1 inh | Efflux pump inh | PP1 inh
Cc1ccccc1-n1c(=O)cc(NCC2CCCO2)[nH]c1=O (configuration not stated)
    -4.2 | -2.0 | -1.0 | 2.5 | -3.5 | -2.7 | 1.2 | -0.7 | 0.1
CCC(=O)N1CCc2cc(S(=O)(=O)NC(C(=O)NC3CCCc4ccccc43)C(C)C)ccc21 (configuration not stated)
    -0.8 | 2.7 | -4.4 | 0.3 | 0.4 | -6.0 | 1.6 | -1.0 | -0.1

(listing goes on)
SMILES | TPT1 inh | PP5 inh | JMJD2C inh | proCasp7 act | HCV core dimer | proCasp3 act | Fh CTSL1 inh | Efflux pump inh | PP1 inh
NC(=O)c1nsc(C(=O)N(c2ccccc2)C(C(=O)NC2CCCC2)c2ccncc2)c1N (configuration not stated) | -3.0 | 2.1 | -3.8 | -0.5 | -1.9 | -6.7 | -0.4 | -0.1 | 2.0
CCN1CCN(S(=O)(=O)c2ccc(C)c([N+](=O)[O-])c2)CC1 | -2.3 | 0.5 | -1.5 | 2.3 | -12.8 | 4.2 | -0.2 | -0.3 | 2.4
O=C(Nn1c(-c2ccccc2)nc2ccccc2c1=O)c1ccco1 | 2.4 | 0.0 | -2.0 | 2.9 | -1.9 | -1.5 | 2.1 | -0.1 | -0.6
CC(O)[C@H]1CNCCN1CCc1cc(C(F)(F)F)cc(C(F)(F)F)c1 (some centres not stated) | -3.8 | 0.6 | 14.8 | 3.4 | -23.0 | 3.1 | -4.4 | -0.1 | -0.7
CCOC(=O)NCc1ccc2[nH]c(C)cc2c1 | 0.2 | 4.0 | 9.8 | 9.2 | -8.3 | -7.5 | 0.3 | 0.1 | -0.5
Nc1ncc([N+](=O)[O-])c(N2CCCCCC2)n1 | 1.0 | 0.9 | -3.2 | 7.2 | 4.5 | -3.6 | 0.9 | -0.1 | -1.4
CC(=O)Nc1ccc(S(=O)(=O)N(C)CC(=O)N/N=C/c2cccc(O)c2)cc1 | 3.0 | -3.4 | -5.8 | -3.6 | -17.6 | -4.5 | -3.4 | 0.1 | -8.1
CCOC(=O)c1sc2nccc(N(C)C)c2c1N=CNOCc1c(F)cccc1Cl | -1.5 | 4.0 | -5.9 | -5.6 | 3.7 | -12.0 | 3.3 | -0.1 | 3.2
O=C(NCc1ccc(F)cc1)C1CCN(S(=O)(=O)N2CCCCC2)CC1 | -2.5 | 2.2 | 3.9 | 6.8 | -2.2 | 6.5 | 1.5 | 0.0 | 0.0
N#Cc1ccccc1NS(=O)(=O)c1cc2c3c(c1)CCC(=O)N3CCC2 | 1.1 | 2.1 | -17.1 | -2.0 | -10.7 | -2.0 | 3.0 | 0.0 | -0.3
CCOC(=O)C1CCN(S(=O)(=O)c2ccc(C(C)(C)C)cc2)CC1 | -1.8 | 5.9 | -4.5 | -3.8 | 5.6 | 7.4 | 0.9 | 0.0 | -3.7
C/C(=N\Nc1cc(C)nc(-c2ccccc2O)n1)c1ccccc1O | -2.5 | 0.4 | 16.6 | 5.8 | 1.8 | 6.2 | -3.1 | 0.3 | -2.5
Cc1c(Br)c(C(F)(F)F)nn1CC(=O)NCCN1CCOCC1 | 0.6 | 3.3 | 13.8&5.1 | -4.6 | -0.6 | 7.6 | -3.0 | 0.0 | -3.2
O=C(Cn1cc(C(=S)N2CCOCC2)c2ccccc21)N1CCOCC1 | -4.0 | 1.0 | 11.8 | -4.2 | -4.2 | -1.7 | 0.5 | 0.0 | -3.0
Cc1cc([N+](=O)[O-])nn1CCCC(=O)NC1CCCCC1 | -0.6 | 0.1 | 2.9 | 2.2 | -0.3 | 6.5 | -1.8 | 0.1 | -2.0
O=C(/C=C\c1ccccc1)Nc1nccs1 | -0.9 | 0.6 | -0.2 | 7.2 | 3.2 | 6.1 | 1.6 | -0.2 | 10.1
C#CCOCCOCCOCCNc1nc(N2CCN(C(=O)CCCCCCCCCCNC(=O)[C@H](CCCCN)n3cc(C)nn3)CC2)nc(N2CCN(C(=O)CCCCCCCCCCNC(=O)[C@@H]([C@H](C)CC)n3cc(CCCCCN)nn3)CC2)n1 | -2.8 | 4.6 | · | 1.1 | 12.0 | 6.7 | 2.6 | 0.3 | 60.5*
Cc1ccc(S(=O)(=O)NCC(=O)OCc2csc(-c3ccccc3)n2)cc1 | -1.0 | 1.5 | 6.4 | -9.0 | 0.3 | 2.4 | -24.7 | 1.0 | 1.1
Cc1ccc(NC(=O)COc2ccc3c(c2)OCO3)c(Cl)c1 | · | 0.0 | · | -9.1 | · | 6.1 | · | -0.2 | -0.6
CN(C(=O)CSc1nccc(=O)[nH]1)C1CCCCC1 | · | · | -7.9 | -11.9 | · | 6.4 | · | 0.4 | ·
CCCn1c(NCCO)nc2ccccc21 | 0.1 | -2.2 | -1.7 | 0.8 | -3.6 | 3.3 | 2.1 | 0.0 | -3.5
CN(C)Cc1c(C(=O)N/N=C/c2ccc(OCc3c(F)cccc3Cl)cc2)nnn1-c1nonc1N | -0.8 | -7.3 | -3.0 | -6.0 | 3.9 | 1.2 | -7.1 | 0.2 | 1.4
CCOc1ccc(Br)cc1S(=O)(=O)Nc1ccc(NC(=O)c2ccccc2F)cc1 | 3.1 | 4.9 | -18.7 | -5.3 | 20.0 | -0.2 | -0.7 | 0.1 | 2.0
CC(C)C[C@H]1COCCS(=O)(=O)N1Cc1ccccc1F | -1.7 | -5.8 | 1.3 | 11.9 | -16.2 | 1.8 | 15.9 | -0.1 | 1.4
COc1cccc(OCC(=O)Nc2c3c(nn2-c2ccc(F)cc2)CS(=O)(=O)C3)c1 | 1.4 | 0.0 | 0.5 | -8.7 | 0.8 | -9.6 | 9.1 | -0.4 | -2.1
CC(C)(Cc1ccc(O)cc1)NC(=O)CC(=O)N/N=C/c1ccc(Cl)cc1 | 8.8 | 4.1 | -5.3 | 14.0 | 0.4 | 1.1 | -0.8 | 0.2 | -3.3
COc1ccc(NC(C)=O)cc1NC(=O)C1CCN(C(=O)Nc2ccccc2)CC1 | 1.3 | -1.3 | 5.7 | -1.5 | 0.6 | 13.1 | 0.1 | 0.1 | -3.7
O=C(Cc1cccc2ccccc12)NCC1CCCO1 (configuration not stated) | -0.6 | -0.8 | 36.1 | 3.6 | -1.8 | 13.3 | -2.5 | 0.2 | -4.0
Cc1ccc(N(CC(=O)NCc2ccccc2)C(=O)CCC(=O)Nc2ccccn2)c(C)c1 | -2.2 | 0.4 | 27.7 | -3.6 | 10.2 | -0.6 | -1.8 | -0.1 | -4.8
COc1ccnc2c1c(=O)n(Cc1ccc(Cl)cc1Cl)c(=O)n2C | -3.0 | 2.8 | 6.2 | 7.8 | -20.8 | 2.0 | -2.7 | -0.1 | 2.7
Cc1nn(C)c(C)c1S(=O)(=O)N(CC(=O)NCCCN1CCC(C)CC1)c1ccc(C(C)C)cc1 | -0.9 | -4.1 | 2.1 | 1.4 | -17.6 | 4.0 | 1.6 | 0.0 | -9.4
O=C(COC(=O)CNS(=O)(=O)c1ccc(Br)cc1Cl)NC1CC1 | 0.8 | 2.6 | -2.8 | 4.0 | -1.7 | -0.8 | -38.1 | -0.1 | 1.1
CC(=O)Nc1c2c(nn1-c1cccc(C)c1)CSC2 | -1.4 | 2.4 | -2.0 | 7.8 | 2.0 | 4.2 | -4.1 | 0.1 | -1.3
CN(C)N1C(=O)/C(=C/c2ccco2)SC1=Nc1ccccc1 | 2.4 | 2.1 | -12.0 | -4.9 | 8.8 | -2.8 | 1.3 | 0.0 | -0.8
c1ccc2c(c1)oc1c(NCCN3CCOCC3)ncnc12 | -1.2 | 5.8 | 1.4 | 1.2 | -3.9 | 9.3 | 5.1 | 0.0 | -5.0
O=C(O)COc1ccc(/C=N/NC(=O)c2cn(-c3ccccc3)nc2-c2ccccc2)cc1 | -4.8 | 0.0 | 5.5 | -5.4 | 18.2 | -6.0 | 4.2 | -0.1 | -1.4
CC1(C)CC(=O)c2sc(NS(=O)(=O)c3ccc(Cl)cc3)nc2C1 | 2.7 | -0.1 | -10.0 | -8.4 | 14.4 | 6.7 | -1.2 | 0.0 | 1.9
Cc1cccc(C)c1OCC(O)Cn1c2ccccc2c2ccccc21 (configuration not stated) | -3.7 | 5.4 | -1.0 | 4.4 | 3.1 | 4.9 | 5.5 | 0.0 | -1.6
C/C(=N/NC(=O)C1COc2ccccc2O1)c1ccc(Br)s1 (configuration not stated) | 0.4 | -1.8 | 6.0 | 7.7 | 1.9 | 0.1 | -1.0 | 0.1 | -5.8
CC(SCc1ccc(C(=O)O)o1)c1ccc(C(=O)O)o1 (configuration not stated) | -1.4 | 0.1 | -5.6 | -3.3 | -2.8 | 13.3 | -0.9 | -0.1 | -4.6

Screening data from PubChem.
